Assay outcomes (PubChem BioAssay)
UHRF1 binding: human UHRF1 methylated DNA binding inhibitors | Q96T88 | UHRF1 binding to methylated oligo, TR-FRET | inhibition, % at 4.4 µM | hit rate 0.75% among 370,000 | AID 687016; in the data active means inhibition above about 21%;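 further: UHRF1 SRA domain binding a hemimethylated CpG hairpin DNA probe; 0% = median of test compound wells and 100% = reference inhibitor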
Target sequence (Q96T88 whole entry, looked up, the tested form may be a part): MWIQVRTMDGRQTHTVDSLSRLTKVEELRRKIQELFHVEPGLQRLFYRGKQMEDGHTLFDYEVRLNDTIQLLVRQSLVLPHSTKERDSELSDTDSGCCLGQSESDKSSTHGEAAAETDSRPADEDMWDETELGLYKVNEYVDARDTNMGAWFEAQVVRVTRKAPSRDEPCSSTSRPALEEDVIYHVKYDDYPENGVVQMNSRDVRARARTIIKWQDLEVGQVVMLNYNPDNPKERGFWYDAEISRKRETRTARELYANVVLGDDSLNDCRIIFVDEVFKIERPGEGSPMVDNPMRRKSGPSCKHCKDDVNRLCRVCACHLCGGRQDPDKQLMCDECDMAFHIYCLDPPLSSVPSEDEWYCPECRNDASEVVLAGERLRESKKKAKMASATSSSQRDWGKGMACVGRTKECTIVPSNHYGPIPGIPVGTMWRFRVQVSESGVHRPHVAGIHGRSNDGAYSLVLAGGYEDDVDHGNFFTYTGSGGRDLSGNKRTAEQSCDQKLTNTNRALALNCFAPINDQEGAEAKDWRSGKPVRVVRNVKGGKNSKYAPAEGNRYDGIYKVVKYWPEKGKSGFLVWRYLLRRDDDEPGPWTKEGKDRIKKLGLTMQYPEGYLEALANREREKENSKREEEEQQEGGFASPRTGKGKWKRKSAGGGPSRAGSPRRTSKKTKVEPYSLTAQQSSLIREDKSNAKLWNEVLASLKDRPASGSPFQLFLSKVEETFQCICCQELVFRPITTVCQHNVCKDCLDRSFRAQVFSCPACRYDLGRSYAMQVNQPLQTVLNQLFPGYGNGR
DDE Tn6 FP inh: disrupts Tn6 cyclic peptide binding to fibrin D-Dimer-E complex | Fibrin DD(E) TRITC-Tn6 fluorescence polarization displacement | inhibition, % at 8.3 µM | hit rate 0.21% among 370,000 | AID 720509;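 active means inhibition above a per-campaign cutoff: mean of compounds within control limits plus 3 SD, cut at about 15% in these data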;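 further: 0% = median of all compound wells on the plate and 100% = blocking peptide control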
PLC-gamma1 inh: inhibitors of human phospholipase C gamma1. hit rate 0.84% among 370,000. purified PLC-gamma1, fluorogenic substrate, fluorescence. inhibition, % at 12.2 µM; in the data active means inhibition above about 9.5%
proKLK7 act: activators of human kallikrein-7 zymogen. P49862. purified proKLK7, EDANS-DABCYL substrate fluorescence; 100% is mature enzyme control, 0% vehicle. activation, % at 7 µM. hit rate 0.9% among 370,000. AID 652039;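 active means activation above the mean of all tested compounds plus 3 SD, computed per campaign excluding outliers beyond control limits, cut at about 13% in these data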
ASAP1 inh: ASAP1 ArfGAP inhibition; ASAP1-stimulated ARF1 GTP hydrolysis, GDP FP detection; hit rate 0.19% among 360,000; AID 624377; Q9ULH1; inhibition, % at 16.5 µM; in the data active means inhibition above about 25%;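 further: 0% = vehicle with enzyme and substrate and 100% = no enzyme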
PLCb3 inh: blocks human PLC-beta3 enzyme activity | hit rate 0.18% among 370,000 | Purified PLC-beta3, fluorogenic substrate, fluorescence | Q01970 | inhibition, % at 12.2 µM; in the data active means inhibition above about 11%;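 further: 0% = median of compound wells on plate and 100% = full blocker control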
sPLA2-III inh: Inhibits HGIII-sPLA2 liposome hydrolysis, primary screen | inhibition, % at 12.2 µM | QFRET BODIPY PC-A2 liposome hydrolysis, fluorescence | hit rate 0.56% among 370,000 | AID 743126;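 active means inhibition above mean plus 3 SD of compounds lying within the high and low control bounds, cut at about 19% in these data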;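 further: 0% = median of test compound wells and 100% = no enzyme DMSO wells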
DDE Tn7 FP inh: inhibitors of Tn7 peptide binding to human fibrin DD(E); inhibition, % at 8.3 µM; P02675; FP displacement of FITC-Tn7 peptide from fibrin DD(E); 0% = median of compound wells per plate; hit rate 0.13% among 370,000;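 active means inhibition above the mean of compounds falling within the control limits plus 3 SD of them, cut at about 14% in these data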;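 further: 0% = plate median of compound wells and 100% = 10 µM Aha-Tn7 peptide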
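Measure: % inhibition scaled between sample-field median and high-control FP; Test system: human fibrin DD(E); Quantity: 2 µM final DD(E) protein; Doses: one dose, 8.3 µM nominal; Schedule: compound with protein 10 min, then 3 h after probe, room temperature; Detection: fluorescence polarization; Medium: Tris buffer with calcium and detergent, pH 7.8.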
ARFGAP1 inhibitor: inhibits rat ARF GTPase activating protein 1 | Q62848 | Arfgap1-stimulated ARF1 GTP hydrolysis, GDP FP detection | inhibition, % at 16.5 µM | hit rate 0.26% among 360,000 | AID 651572;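 active means inhibition above a per-plate limit, mean inhibition of low control wells plus 3 SD, cut at about 25% in these data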;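 further: 0% = DMSO wells with enzyme and 100% = wells lacking Arfgap1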
Target sequence (Q62848 1-136 limits assumed): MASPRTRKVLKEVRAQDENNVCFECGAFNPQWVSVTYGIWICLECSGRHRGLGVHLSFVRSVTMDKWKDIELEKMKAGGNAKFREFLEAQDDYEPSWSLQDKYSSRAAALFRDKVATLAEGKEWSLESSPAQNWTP
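Assay system: purified rat His6-Arfgap1 residues 1-136 (GAP domain); Reagent: human Δ17 ARF1 bound to GTP; Dosing: 16.5 µM single point, 1.26% DMSO; Times: GTP hydrolysis reaction 2 h at 25 °C; Signal: FP, GDP Alexa 633 tracer displaced from anti-GDP antibody, 620/688 nm; Measure: % inhibition from polarization.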
Rev-erbA mod: Rev-erb alpha (human) modulation; P20393; Rev-erbα–FITC-DNA binding, fluorescence polarization, 90 min; activity, % at 10 µM; hit rate 0.79% among 370,000; AID 1259318;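 active means activity above about 14%, limit read from the data; passing the limit was not always enough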;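 further: 0% = DMSO wells with 35 nM protein and 100% = DMSO wells with 750 nM protein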
* = called active by the depositor; i = inactive.

SMILES | UHRF1 binding | DDE Tn6 FP inh | PLC-gamma1 inh | proKLK7 act | ASAP1 inh | PLCb3 inh | sPLA2-III inh | DDE Tn7 FP inh | ARFGAP1 inhibitor | Rev-erbA mod
C[C@@H]1COc2cccc(N3CCCCC3)c2S(=O)(=O)N1 | 5 | -1 | -5 | -0.1 | -4 | 0 | 10 | 1 | -2 | 7
CCC/C=N/NC(=O)c1ccccc1O | 0 | -2 | -11 | -0.3 | 4 | -23 | 4 | 0 | 2 | -4
O=C(Nc1ccc(Cl)cn1)c1ccc2c(Cl)c3c(nc2c1)CCC3 | -3 | -2 | -1 | 0.3 | -1 | -10 | 5 | 1 | -1 | -2
Cc1ccc(C)c(NC(=O)CN(C)C(=O)c2ccc3c(=O)n4c(nc3c2)CCC4)c1 | -1 | 8 | -2 | -0.7 | 12 | 0 | 3 | -7 | 0 | 1
CCOC(=O)C1(C)CCN1C(=O)c1cc(OC)c(OC)c(OC)c1 (configuration not stated) | 0 | -7 | 4 | -0.3 | -1 | 0 | 0 | -2 | 12 | 3
Nc1[nH]c(C(=O)c2ccccc2)c(-c2ccccc2C(F)(F)F)c1C(=O)c1cccs1 | -1 | -3 | -13 | -0.2 | 3 | -19 | 20* | 1 | -9 | -1
CCn1c(SCC(=O)N2CCc3ccccc3C2)nc2c1c(=O)n(C)c(=O)n2C | 1 | 7 | 4 | 0.1 | 2 | 3 | 4 | -2 | 2 | -5
CCO[C@@H]1OC(C(=O)N2CCOCC2)=C[C@H](c2ccccc2)[C@H]1CCCO | -2 | -1 | 3 | -0.1 | 12 | 3 | -2 | 0 | 0 | 3
COc1ccccc1NC(=S)N(Cc1cccnc1)Cc1ccccc1Cl | -2 | 10 | 0 | 0.1 | 0 | -9 | -1 | 7 | -8 | 2
Cc1ccc(C(=O)NC(=S)NCCN2CCOCC2)cc1 | 11 | -4 | -2 | -0.2 | -3 | 0 | 11 | 6 | -4 | 3
CCCCN1C(=O)c2ccc(C(=O)NCc3ccco3)cc2C1=O | 2 | -2 | -1 | -0.4 | 8 | -8 | -1 | 4 | 5 | -3
CS(=O)(=O)Nc1ccccc1C(=O)Nc1ccccc1Cl | 1 | 4 | -32 | -0.7 | 0 | -46 | -5 | 1 | -6 | 9
O=C(CC(c1ccccc1)C1CCCCC1=O)c1ccccc1 (configuration not stated) | 0 | -3 | 1 | 0.5 | 7 | 5 | -4 | -7 | 0 | 0
O=C1c2ccccc2NC(c2cccs2)N1O (configuration not stated) | 1 | -7 | -1 | -0.4 | 10 | -6 | 2 | -6 | 5 | -11
O=c1[nH]n(-c2ccccc2Cl)c(=O)c2ccccc12 | 0 | -1 | 14* | 0.3 | -17 | -4 | 9 | 2 | 2 | 1
CCCC(=O)OC/C(O)=C(\C#N)c1nc2ccccc2[nH]1 | -4 | 2 | -15 | -0.1 | -3 | -30 | -4 | -4 | 5 | 1
COC(=O)c1ccc2c(=O)sc(N3CCC(C(N)=O)CC3)nc2c1 | -2 | 6 | -474 | 1.8 | 1 | i | 0 | 11 | 7 | 2
OC(CNc1nc(C(F)(F)F)nc2ccccc12)c1ccccc1 (configuration not stated) | -2 | -3 | -4 | -0.2 | 9 | -9 | -9 | -2 | 11 | 11
COc1ccc(C(=O)Nc2ccc(S(=O)(=O)Nc3nccnc3OC)cc2)cc1 | -1 | 4 | -1 | -0.5 | 5 | 2 | -3 | -2 | 2 | -4
Cc1ccc(OCC(=O)Nc2ccc(CN3CCOCC3)cc2)cc1 | 1 | 2 | 2 | 0.1 | 0 | -5 | 7 | 5 | -5 | -1
O=C(O)C1=C(C(=O)Nc2cccc(C(F)(F)F)c2)CCCC1 | -1 | -4 | -2 | 1.0 | 6 | 3 | -5 | -7 | -6 | -4
COc1ccc(CCN(C)C(=O)C2CCN(Cc3ccccc3)CC2)cc1OC | 1 | 1 | 7 | -0.1 | -1 | -2 | 0 | -1 | -2 | -6
C[C@H](CO)N1C[C@H](C)[C@@H](CN(C)S(C)(=O)=O)Oc2ccc(NC(=O)CCN3CCOCC3)cc2C1=O | 0 | -2 | -4 | 0.7 | 0 | -4 | 9 | -7 | -4 | -3
COc1ccccc1CCNC(=O)C(=O)NCC1OCCN1C(=O)c1ccc(Cl)cc1 (configuration not stated) | 1 | -2 | 2 | 0.2 | 11 | -6 | -3 | -1 | 4 | 2
COc1ccccc1Cc1c(-c2ccco2)nc2ccc(Cl)cn12 | 7 | 4 | -21 | -0.1 | -7 | -25 | 4 | -1 | -3 | -26
Cn1cc(C(=O)NCCc2ccccc2)c(=O)c2cc(S(=O)(=O)N3CCOCC3)ccc21 | 0 | 0 | 2 | 0.1 | 7 | -16 | 4 | 4 | -5 | 7
CC(C)Oc1ccc(/C=C(/NC(=O)c2ccccc2)C(=O)NC(Cc2ccccc2)C(=O)O)cc1 (configuration not stated) | 1 | -8 | -2 | 0.0 | -1 | -8 | -1 | 1 | 2 | -2
O=C(CSc1nc2cc(Cl)ccc2s1)c1ccco1 | -3 | 6 | -5 | 0.1 | -17 | -7 | -11 | -8 | -4 | -1
O=C1C=C(Nc2ccc(F)cc2)c2ccccc2C1=O | -6 | -1 | -13 | -0.1 | -1 | -25 | 6 | 6 | 4 | -4
N#Cc1c(N)oc(-c2ccco2)c1-c1ccco1 | -2 | 8 | -19 | 0.9 | 0 | -27 | -5 | 1 | 2 | -5
CC(Sc1nnc(Nc2ccccc2)s1)C(=O)Nc1nc(-c2ccccc2)cs1 (configuration not stated) | 0 | -10 | 5 | -0.1 | -11 | 4 | -6 | 6 | 2 | -5
Cc1ccccc1OCCN1C(=O)NC2(CCc3ccccc32)C1=O (configuration not stated) | -2 | 7 | 0 | -0.6 | 6 | 1 | -4 | 10 | 9 | -2
Cc1cc(C)c(OCCOCCN(C)C)c(Br)c1 | -2 | 0 | 3 | -0.3 | -2 | 4 | -11 | 4 | -2 | 1
CSc1nnc(NC(=O)c2ccc(S(=O)(=O)N(C)C)cc2)s1 | -3 | -1 | 3 | 0.3 | -10 | 6 | -1 | 1 | -6 | -2
O=C(Nc1ccc(C(=O)N2CCOCC2)cc1)c1ccc([N+](=O)[O-])cc1 | 1 | 4 | 3 | 0.2 | -1 | 1 | 3 | -1 | -1 | 2
COc1cc(C(=O)OCC(=O)NCCC2=CCCCC2)ccc1OCC(C)C | -1 | -4 | 0 | 0.5 | -11 | -2 | -4 | -4 | 8 | -1
CSCCC(NS(=O)(=O)c1ccccc1F)C(=O)NCC(c1ccc(F)cc1)N1CCOCC1 (configuration not stated) | -2 | 5 | 3 | -0.2 | 3 | -3 | 0 | 0 | 10 | -2
Cc1cc(NC(=O)CSc2nnc(NC(=O)C3CC(=O)N(c4ccccc4C)C3)s2)no1 (configuration not stated) | -1 | -2 | 1 | 0.3 | -2 | -2 | -2 | 7 | -6 | -1
COc1ccc(NC(=O)NCc2cccnc2)c(OC)c1 | -1 | 1 | -1 | 0.1 | 11 | -5 | 4 | 3 | 7 | -2
CCCCNC(=O)C(=O)N/N=C/c1ccc(OCc2ccccc2)cc1 | 0 | 6 | 1 | -0.1 | 9 | 5 | -1 | -7 | 11 | 0
CC1=CN2C(=N)/C(=C\c3cn(CCCOc4ccccc4)c4ccccc34)C(=O)N=C2S1 | -1 | 4 | -1 | 0.1 | 6 | 1 | -5 | 2 | -9 | -8
CC(C(=O)c1ccc(-c2ccccc2)cc1)[n+]1cccc(Br)c1 (configuration not stated) | 2 | -4 | -5 | -0.7 | -6 | -11 | 13 | 2 | -2 | -5
COc1ccc(C(=O)Nc2ccccn2)cc1 | -1 | 4 | -3 | 0.1 | 9 | 2 | 1 | 3 | 5 | 2
CCCCCc1ccc(C(=O)CCCC)c(=S)[nH]1 | -3 | 5 | -5 | 0.6 | 8 | 6 | 9 | -1 | -2 | -1
CCOc1ccc2c(c1)C(c1ccccc1)=NNC(c1ccccc1)=N2 | -3 | 2 | 1 | 0.6 | 13 | -2 | 9 | 0 | 5 | 0
c1ccc(CN2CCC(Nc3nc(-c4cccs4)nc4ccccc34)CC2)cc1 | 0 | -6 | -17 | -0.3 | 9 | -22 | -33 | -8 | 5 | 8
COc1ccccc1C(=O)NCCn1ccc2ccccc21 | -1 | -1 | -1 | 0.7 | 7 | 1 | -11 | -3 | 6 | 0
CCn1c(-c2cccn(Cc3ccccc3)c2=O)n[nH]c1=S | -3 | 4 | -2 | -0.2 | -11 | -2 | 6 | -1 | -11 | 0
O=S1(=O)N=C(Nc2ccc(N3CCOCC3)cc2)c2ccccc21 | -1 | 4 | 2 | 0.1 | 9 | 0 | 5 | -2 | 10 | -1

Among those listed so far, these contain an aryl thioether with sulfur outside any ring.
SMILES | UHRF1 binding | DDE Tn6 FP inh | PLC-gamma1 inh | proKLK7 act | ASAP1 inh | PLCb3 inh | sPLA2-III inh | DDE Tn7 FP inh | ARFGAP1 inhibitor | Rev-erbA mod
CCn1c(SCC(=O)N2CCc3ccccc3C2)nc2c1c(=O)n(C)c(=O)n2C | 1 | 7 | 4 | 0.1 | 2 | 3 | 4 | -2 | 2 | -5
O=C(CSc1nc2cc(Cl)ccc2s1)c1ccco1 | -3 | 6 | -5 | 0.1 | -17 | -7 | -11 | -8 | -4 | -1
CC(Sc1nnc(Nc2ccccc2)s1)C(=O)Nc1nc(-c2ccccc2)cs1 (configuration not stated) | 0 | -10 | 5 | -0.1 | -11 | 4 | -6 | 6 | 2 | -5
CSc1nnc(NC(=O)c2ccc(S(=O)(=O)N(C)C)cc2)s1 | -3 | -1 | 3 | 0.3 | -10 | 6 | -1 | 1 | -6 | -2
Cc1cc(NC(=O)CSc2nnc(NC(=O)C3CC(=O)N(c4ccccc4C)C3)s2)no1 (configuration not stated) | -1 | -2 | 1 | 0.3 | -2 | -2 | -2 | 7 | -6 | -1

Hits appear at their usual frequency; any-hit rate near 4.5%.
